Imprint erasure = qHTS Assay for Compounds that Induce Erasure of Genomic Imprints. Potency, µM (highest dose often 60.7 µM), inactives show top-dose activity change, positive = activation, most hits filed as activators. 0.02% of 110,000 active. mouse ES Peg3-LacZ reporter, beta-gal luminescence, 40 h;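 note: 0% = negative control wells on the plate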
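Gelatin-coated wells received 300 freshly trypsinized female ES cells with a Peg3LacZ-Neo reporter on the maternal allele, then incubated 40 hours at 37C. BetaGlo was added for 5 minutes at room temperature before a single luminescence read.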
p53ts 39C kill = qHTS Screen for Compounds that Selectively Target Cancer Cells with p53 Mutations: Cytotoxicity of p53ts Cells at the Nonpermissive Temperature | H1299-p53A138V viability at 39C, ATP luminescence, 24 h | Potency, µM (top dose mostly 46.1 µM), for inactives: at the top dose activity change, negative = cell killing, most hits filed as cytotoxic | 1.5% of 130,000 active; note: nearly all actives have a fitted effect of over 55% in size
IkB signaling = IkB Signaling; ABC-DLBCL IkBa-CBG/CBR dual luciferase ratio, 4 h; response scale: scaled: untreated 0%, proteasome inhibitor 100%; Potency, µM (highest dose often 57.1 µM), inactives show at the top dose IkBa stabilization activation; 0.04% of 110,000 active; AID 445, 2006; active = well fitted curve in the direction sought with a large enough effect in the signal ratio, not every such curve was filed as active; inconclusive = small, poorly fitted or top-dose-only effect, or a change in a side signal; the % refers to the signal ratio;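 note: the direction sought is a rising ratio; 0% = basal untreated cells and 100% = reference inhibitor full response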
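Luminescence ratio of IκBα-fused green versus native red beetle luciferase in OCI-Ly3 cells, 4 h post-doxycycline with compound; red signal alone, scaled from basal (0%) to zero light (-100%), flagged nonspecific or cytotoxic effects.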
p53ts 32C tox = qHTS Screen for Compounds that Selectively Target Cancer Cells with p53 Mutations: Cytotoxicity of p53ts Cells at the Permissive Temperature | Potency, µM (doses to about 46.1 µM), for the others: at the top dose activity change, negative = cytotoxicity, hits mostly cytotoxic | H1299-p53A138V at 32C, ATP luminescence viability, 24 h | 0.93% of 130,000 active;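 note: 0% = DMSO and -100% = full killing by reference compound; nearly all actives have a fitted effect of over 55% in size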
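Cells: H1299 p53ts (A138V), 600/well, pre-incubated 16–30 h at 37C. Cpd up to 46 uM, 24 h, 32C. Readout: ATPlite luminescence, 20 min RT. Normalization: DMSO vs tamoxifen 100 uM. AC50 by Hill equation.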
Numbers without * were called inactive; ? = inconclusive; . = not tested or not shown; [ ] = remark or other dose. Unless noted, calls come from the whole dose curve; as a rule, active = well fitted curve in the direction sought with a large enough effect; inconclusive = small, poorly fitted or top-dose-only effect, or another doubt; inactive = no such curve, though single readings can be large; an effect the other way counts as inactive or inconclusive. Unless noted, % is set by controls: 0 for no effect and ±100 for the full control effect; potency is the fitted concentration of half-maximal effect.

Screens in order – Imprint erasure	p53ts 39C kill	IkB signaling	p53ts 32C tox
> COCCn1c(=O)[nH]c2cc(C(=O)Nc3ccc(OC)cc3)ccc2c1=O
→ -5.7%[10.9 µM]	7.0%	4.0%	-10.7%
> COc1ccc(CNC(=O)C2CCC(CNS(=O)(=O)c3cccs3)CC2)cc1 (stereo not drawn)
→ -7.6%[10.9 µM]	?	1.9%	2.0%
> COc1ccccc1NC(=O)C1CCCN(S(=O)(=O)c2cccc3nsnc23)C1 (stereo not drawn)
→ 15.3%	8.0%	5.8%	-3.2%
> COc1cc(-c2noc(-c3ccc(NCc4ccco4)c([N+](=O)[O-])c3)n2)cc(OC)c1OC
→ -14.0%[10.9 µM]	-11.9%	-2.5%	-8.4%
> c1ccc(-c2nc(CSc3nnnn3-c3ccccc3)cs2)cc1
→ -1.3%	-0.5%	?	-4.3%
> Cc1ccccc1OCCCCn1c(-c2ccc(Cl)cc2)nc2ccccc2c1=O
→ -13.2%[10.9 µM]	4.3%	?	-0.1%
> COc1ccc(S(=O)(=O)NCCc2csc3nc(-c4ccc(Cl)cc4)nn23)cc1C
→ 8.7%[10.9 µM]	?	?	-13.1%
> O=C(c1ccccc1)N1CCN(C2CCCCCC2)CC1
→ -11.2%	-3.6%	1.0%	3.3%
> CCOc1cc2[nH]c(=S)n(CCCC(=O)NCc3ccco3)c(=O)c2cc1OCC
→ -4.8%	1.6%	-1.1%	-1.5%
> COc1cc(OC)cc(C(=O)Nc2cc(NC(=O)c3ccco3)ccc2OC)c1
→ -9.2%	-6.3%	-0.2%	-4.8%
> COC(=O)c1cc(-c2ccccc2)n[nH]1
→ -12.5%	0.6%	-0.2%	3.0%
> O=C(Nc1cccc(N2CCCC2)c1)c1cccs1
→ -12.2%	-2.0%	0.1%	-4.9%
> COc1ccc(C2CC(=O)Nc3c2c(=O)n(C)c2nc4ccccc4n32)cc1 (stereo not drawn)
→ -10.8%[10.9 µM]	-1.7%	-1.0%	-3.2%
> O=c1[nH]c(Cc2cccs2)nc2ccccc12
→ 3.7%	-4.6%	-2.0%	-0.7%
> CCN(CC)C1=CC(=O)OC12CCCCC2
→ -3.7%	-1.7%	8.0%	0.6%
> O=C(Nc1c2c(nn1-c1ccc(F)cc1)CS(=O)(=O)C2)C12CC3CC(CC(C3)C1)C2
→ -5.5%	10.1%	2.2%	4.6%
> Cc1nn(-c2ccccc2)c(OC(=O)C(C)C)c1Sc1ccc(Cl)cc1
→ -2.1%[10.9 µM]	7.1%	?	?
> COC(=O)c1ccc([C@@H]2Nc3c(OC)ccc(C)c3[C@@H]3C=CC[C@@H]32)cc1
→ -4.1%[10.9 µM]	-4.4%	?	2.3%
> CCOC(=O)C1CCCN(C(=O)c2ccc3c(c2)sc2nc(-c4ccc(C)cc4C)cn23)C1 (stereo not drawn)
→ -6.3%[10.9 µM]	-3.6%	-2.1%	-7.5%
> CCn1c(C(=O)NCc2ccccc2Br)cc2oc3ccccc3c21
→ -2.7%[10.9 µM]	?	-3.2%	?
> Cc1c(C(=O)N2CCCC2)nnn1-c1nonc1N
→ -14.0%	4.5%	0.2%	-7.3%
> Cc1ccc(-c2nn3c(-c4ccco4)nnc3c3ccccc23)cc1S(=O)(=O)NCC1CCCO1 (stereo not drawn)
→ -0.2%	-5.1%	-2.7%	7.3%
> O=C(c1cnn(-c2cccc(F)c2)c1-n1cccc1)N1CCN(c2ccccc2F)CC1
→ -9.7%[10.9 µM]	-5.9%	10.3%	-1.3%
> CCCN1CCN(CCCNC(=O)CN2C(=O)COc3ccccc32)CC1
→ -8.7%	-5.7%	-0.7%	-0.3%
> Cc1ccc(CNC(=O)c2ccc(Br)o2)cc1
→ 23.6%	-3.3%	0.7%	-8.3%
> CC(=O)Nc1ccc(S(=O)(=O)N2CCC(n3cnc4cc(F)ccc43)CC2)cc1
→ -6.0%	6.2%	8.0%	0.9%
> Cn1c(-c2ccc(Br)o2)nc2cc(Br)ccc21
→ -86.4%[inhibitor]	?	-0.9%	?
> COc1ccc(C(C(O)C(=O)c2c[nH]c3ccccc23)N2CCN(c3ccccc3)CC2)cc1 (stereo not drawn)
→ -10.7%	-24.0%	?	-7.9%
> O=C(CSc1ccc2nnc(-c3ccccc3)n2n1)N1CCN(c2ccccc2)CC1
→ -18.3%	7.3%	0.6%	1.3%
> CCOCCCNC(=O)CN1C(=O)c2c(c3ccccc3n2C)C1c1ccc(OC)cc1 (stereo not drawn)
→ 1.2%[10.9 µM]	5.4%	4.0%	8.9%

Other records
| Compound | Imprint erasure | p53ts 39C kill | IkB signaling | p53ts 32C tox |
| --- | --- | --- | --- | --- |
| CCOc1ccc2nc(NC3=NCN(Cc4ccco4)CN3)nc(C)c2c1 | 3.0% | -3.9% | -1.7% | 0.4% |
| Cc1ccc2nc(-c3ccc(SCC(=O)O)nc3)[nH]c2c1 | -65.7%[inhibitor] | -14.6% | 4.3% | -12.2% |
| COC(=O)C1=C(Nc2ccc(C)cc2)C=C(C)C(C(=O)OC)C1c1ccc(OC)cc1 (stereo not drawn) | . | 7.2% | . | -2.4% |
| CC(C)CCNC(=O)C1C2C=CC3(CN(Cc4ccccc4Cl)C(=O)C13)O2 (stereo not drawn) | -7.1% | -0.4% | -1.5% | -0.3% |
| COc1cccc(OC)c1C(=O)Nc1ccc(CN2CCOCC2)cc1 | -9.1% | 0.6% | 1.2% | -1.4% |
| CCC(C)[C@H](NC(=O)NC1CCCc2ccccc21)C(=O)O (stereo partly drawn) | -2.5% | 6.6% | 0.1% | -6.5% |
| COc1cc(C(=O)OCC(=O)c2cc(C)n(C)c2C)cc(OC)c1OC | -5.5% | -5.7% | 2.4% | 2.8% |
| C=CCOc1ccc(C2c3c(oc4ccccc4c3=O)C(=O)N2CCCN2CCOCC2)cc1 (stereo not drawn) | 5.0% | 5.7% | 0.8% | 15.5% |
| Cc1ccc(CNC(=O)c2cc(-c3ccc(Cl)cc3)on2)cc1 | ? | 16.4% | 1.3% | 5.7% |
| COc1ccc(-c2nc3cnc(OC)nc3n(Cc3cccc(OC)c3)c2=O)cc1 | . | -9.3% | 1.9%[11.4 µM] | -11.4% |
| COc1ccc(C)cc1NC(=O)CCN1CCCC1 | -6.2% | 10.6% | 0.1% | -5.8% |
| CC1CCN(S(=O)(=O)c2ccc3nc(N4CCN(c5ccccc5)CC4)ccc3c2)CC1 | 11.6%[10.9 µM] | -23.3% | -2.2% | 0.8% |
| COc1ccccc1N1CCN(C(=O)CSc2nnc(NC(=O)C3CC3)s2)CC1 | -5.6% | -5.5% | 2.0% | -4.2% |
| O=C(NCCOC(=O)c1ccc(Cl)c(S(=O)(=O)N2CCCCC2)c1)c1ccncc1 | -14.2% | -6.3% | 1.3% | -3.4% |
| O=C(NCc1ccccc1)c1c[nH]c2cc3c(cc2c1=O)OCCO3 | . | -16.4% | . | -20.8% |
| CC(C)(C)c1cc(NC(=O)c2cc(F)c(F)c(F)c2F)no1 | . | -8.7% | . | 2.0% |

Some of these compounds in order of formula weight, smallest number first:
| Compound | Imprint erasure | p53ts 39C kill | IkB signaling | p53ts 32C tox |
| --- | --- | --- | --- | --- |
| CC(C)(C)c1cc(NC(=O)c2cc(F)c(F)c(F)c2F)no1 | . | -8.7% | . | 2.0% |
| Cc1ccc(CNC(=O)c2cc(-c3ccc(Cl)cc3)on2)cc1 | ? | 16.4% | 1.3% | 5.7% |
| COc1ccc(-c2nc3cnc(OC)nc3n(Cc3cccc(OC)c3)c2=O)cc1 | . | -9.3% | 1.9%[11.4 µM] | -11.4% |
| COc1ccccc1N1CCN(C(=O)CSc2nnc(NC(=O)C3CC3)s2)CC1 | -5.6% | -5.5% | 2.0% | -4.2% |
| CC1CCN(S(=O)(=O)c2ccc3nc(N4CCN(c5ccccc5)CC4)ccc3c2)CC1 | 11.6%[10.9 µM] | -23.3% | -2.2% | 0.8% |

(more compounds)
| Compound | Imprint erasure | p53ts 39C kill | IkB signaling | p53ts 32C tox |
| --- | --- | --- | --- | --- |
| O=C1C(c2ccc(C(F)(F)F)cc2)=C(Nc2ccc(Cl)cc2)c2ccccc21 | -14.5%[10.9 µM] | ? | 5.3% | 5.8% |
| COc1ccc(CCC(=O)NCc2ccc3c(c2)CCN3C(=O)c2ccc(F)cc2)cc1 | 6.9%[10.9 µM] | -20.3% | -1.5% | 0.9% |
| COc1ccccc1NC(=O)c1cc2ccccc2o1 | . | -12.1% | . | -12.4% |
| Cc1cc(OC(C)C(=O)N(Cc2ccco2)Cc2ccco2)cc(C)c1Cl (stereo not drawn) | -14.2%[10.9 µM] | -27.7% | 1.5% | 3.2% |
| CCOC(=O)N1CCN(C(=O)C(c2ccccc2)c2ccccc2)CC1 | -9.7% | 8.1% | 0.5% | 8.3% |
| Cc1onc(-c2c(F)cccc2Cl)c1C(=O)Nc1ccc(S(=O)(=O)Nc2ncccn2)cc1 | -8.3% | -10.2% | 0.2% | 5.8% |
| Cc1nc2c(-c3ccc(F)cc3)c(C)nn2c(C)c1CCC(=O)N1CCN(c2ccccn2)CC1 | -5.1% | -4.5% | 6.4% | 9.9% |
| CCOc1ccc(S(=O)(=O)NCCN2CCOCC2)c2ccccc12 | . | -4.8% | . | -3.4% |
| COc1cccc(N2CCN(c3ccc4nnc(CCC(=O)O)n4n3)CC2)c1 | -13.0%[10.9 µM] | 13.6% | ? | 12.4% |
| Cc1ccc(-c2nnc3ccccc3c2C(=O)Nc2cccc(Cl)c2)cc1 | 14.4%[10.9 µM] | -9.4% | -0.5% | 3.8% |
| Cc1ccccc1OCCCC(=O)Nc1ccc2c(c1)OCO2 | -5.9% | -0.5% | ? | 0.3% |
| CCN1CCN(CCNC(=O)C2CCN(Cc3nc(-c4ccc(Cl)cc4)oc3C)CC2)CC1 | 0.9% | 3.5% | 1.5% | -5.2% |
| Cc1cc(C(=O)N/N=C/c2cccn2C)n[nH]1 | . | 8.0% | . | 0.7% |
| Cc1ccc(C(=O)Nc2nnc(-c3ccncc3)s2)o1 | . | -9.1% | . | -6.3% |
| O=C(CCc1ccccc1)N1CCc2c([nH]c3ccccc23)C1c1ccc(Cl)cc1 (stereo not drawn) | 3.3%[10.9 µM] | -4.2% | -0.8% | -16.4% |
| COc1ccc(C)cc1Nc1cc(C)nc2nc(C)nn12 | -22.5% | 4.6% | -4.0% | -3.2% |
| N#Cc1cc2c(nc1SCC1COc3ccccc3O1)CCC2 (stereo not drawn) | . | 6.2% | . | 1.0% |
| CO[C@@H]1COC(=O)C/C=C\[C@@H](C)[C@H](OC)COC(=O)[C@@H](C)COC(=O)C/C=C\[C@H]1C | . | 7.3%[9.22 µM] | . | 1.9%[9.22 µM] |
| O=C(CN1CCN(CC(=O)Nc2ccccc2F)CC1)Nc1ccc(Cl)c(C(F)(F)F)c1 | 19.5%[10.9 µM] | ? | ? | 5.3% |
| COc1ccc(C)cc1C(=O)CCC(=O)Nc1ccccc1N1CCOCC1 | -12.6% | 6.2% | 1.2% | 1.3% |
| CC(=O)c1nc2ccccc2n1S(=O)(=O)c1ccc(C)cc1 | -15.5% | 0.3% | ? | 5.2% |
| CC(=O)N1CCc2cc(Br)cc(S(=O)(=O)N3CCN(c4ccccn4)CC3)c21 | 6.9% | -4.7% | 3.1% | -2.0% |
| CC(NC(=O)OCc1ccccc1)C(=O)NCC1CCCO1 (stereo not drawn) | 7.0% | 3.4% | -0.5% | -0.2% |
| CCOc1ccc(-c2noc(=O)[nH]2)cc1 | -19.4% | -17.5% | -1.7% | -9.0% |
| COc1ccc2nc(NC(=O)c3cc(=O)c4ccccc4o3)sc2c1 | -8.7%[10.9 µM] | 10µM* | ? | ? |
| Brc1ccccc1-c1nnc2sc(Cc3ccccc3)nn12 | -16.4% | 5.3% | -6.3% | -11.1% |
| Cc1ccc(Cl)cc1NS(=O)(=O)c1ccc2oc(=O)c3ncn(C)c3c2c1 | -4.1%[10.9 µM] | 20µM* | 6.6% | ? |
| COC(=O)C1OC(=O)C2O[C@@]23[C@]2(C)C(OC(C)=O)CC4C(C)(C)C(=O)CC[C@]4(C)C2CC[C@@]13C (stereo partly drawn) | -1.1% | -3.7% | . | -1.6% |
| COC(=O)C(C)(C)ONC(=O)Nc1ccccc1 | . | -8.6% | . | -1.7% |
| CS(=O)(=O)NCC(c1ccco1)N1CCN(c2ccccc2)CC1 (stereo not drawn) | 17.3%[10.9 µM] | -20.2% | 0.6% | 5.9% |
